PME-1 inh: blocks human protein phosphatase methylesterase 1; Q9Y570; recombinant PME-1, FP-Rh probe fluorescence polarization; inhibition, % at 5.9 µM; 0.53% of 320,000 active; AID 2130;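 active means inhibition above the campaign mean of all compounds plus 3 SD, cut at about 26% in these data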;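 further: competitive labeling of PME-1 active site by serine hydrolase directed probe; 0% = PME-1 with DMSO and 100% = wells lacking PME-1 enzyme; inhibitors block probe labeling so polarization falls and inhibition rises; many of its hits are not listed in these tables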
MCL1 BIM primary: inhibitors of human MCL1 binding to BIM-BH3 peptide | Q07820 | GST-MCL1 / FITC-Bim-BH3 fluorescence polarization | inhibition, % at 10.9 µM | 0.68% of 320,000 active;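 active means inhibition above the mean inhibition of all tested compounds plus 3 SD, set per campaign, cut at about 40% in these data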;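 further: 0% = DMSO wells and 100% = unlabeled Bim-BH3 peptide control; higher means more loss of mP so more displacement of Bim peptide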
Target sequence (Q07820 whole entry, looked up): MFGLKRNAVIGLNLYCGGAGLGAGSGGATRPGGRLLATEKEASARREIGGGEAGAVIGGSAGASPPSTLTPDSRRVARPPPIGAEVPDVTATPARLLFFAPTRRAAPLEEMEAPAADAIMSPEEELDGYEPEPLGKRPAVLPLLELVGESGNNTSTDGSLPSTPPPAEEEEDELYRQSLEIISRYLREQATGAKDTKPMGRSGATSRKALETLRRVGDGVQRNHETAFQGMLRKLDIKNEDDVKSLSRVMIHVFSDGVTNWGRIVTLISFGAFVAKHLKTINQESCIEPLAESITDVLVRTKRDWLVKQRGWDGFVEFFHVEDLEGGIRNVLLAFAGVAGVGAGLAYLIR
GRK2 inh: inhibitors of human GRK2 displacing RNA aptamer. P25098. 0.59% of 330,000 active. AID 488847. inhibition of aptamer binding, % at 10 µM. bead flow cytometry, FAM-aptamer displacement from GRK2;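 active means inhibition of aptamer binding above 40%, roughly 3 SD of noise, on plates passing a quality check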;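 further: median bead fluorescence of bound FAM aptamer so fluorescent compounds give negative values; no value below 0 was filed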
Bcl-xL primary: inhibitors of human Bcl-xL; Q07817; GST-Bcl-xL / FITC-Bim BH3 peptide fluorescence polarization; inhibition, % at 10.9 µM; 0.7% of 320,000 active; AID 2129;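 active means inhibition above the mean of all tested compounds plus 3 SD, cutoff set per campaign, cut at about 30% in these data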;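 further: 0% = DMSO wells and 100% = unlabeled Bim-BH3 peptide competitor; inhibitors lower millipolarization by displacing the labeled peptide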
Target sequence (Q07817 whole entry, looked up): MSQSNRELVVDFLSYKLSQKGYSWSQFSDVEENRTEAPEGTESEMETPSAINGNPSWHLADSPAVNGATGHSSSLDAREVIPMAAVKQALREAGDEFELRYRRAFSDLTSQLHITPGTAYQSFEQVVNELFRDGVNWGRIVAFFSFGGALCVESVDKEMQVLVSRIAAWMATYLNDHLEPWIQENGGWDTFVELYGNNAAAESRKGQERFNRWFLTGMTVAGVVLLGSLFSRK
VLA-4 inh: inhibition in a human VLA-4 binding assay. 0.2% of 330,000 active. inhibition, % (about 7 µM as worked out from the volumes in the protocol). VLA-4 expressing cells, ligand binding flow cytometry; in the data active means inhibition above about 50%
Efflux pump inh: blocks antifungal efflux pumps in multiplex yeast assay | 0.44% of 330,000 active | inhibition, % at 10 µM | S. cerevisiae Candida pump triplex, Nile Red efflux;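 active means plate passing quality check with inhibition over a set limit, or well fluorescence over plate mean plus 4 SD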;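 further: Nile Red retained in pooled yeast measured as flow cytometry median fluorescence; 0% = buffer negative control and 100% = Enniatin B positive control; higher means more Nile Red kept so more efflux inhibition; some compounds called inactive have numbers as strong as hits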
MEX-5 binding: C. elegans MEX-5 TCR-2 RNA binding activity; Q9XUB2; MEX-5/FITC-TCR2 RNA binding, fluorescence polarization; stronger effect = lower value; activity score (negative = inhibition of binding), % at 10 µM; 0.38% of 300,000 active; AID 1832;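 active means inhibition past about -25% in most replicates, and total fluorescence under double the plate's negative control median, limit read from the data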;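 further: 0% = DMSO and -100% = 5 µM competing unlabeled TCR2 RNA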
Target sequence (Q9XUB2 whole entry, looked up): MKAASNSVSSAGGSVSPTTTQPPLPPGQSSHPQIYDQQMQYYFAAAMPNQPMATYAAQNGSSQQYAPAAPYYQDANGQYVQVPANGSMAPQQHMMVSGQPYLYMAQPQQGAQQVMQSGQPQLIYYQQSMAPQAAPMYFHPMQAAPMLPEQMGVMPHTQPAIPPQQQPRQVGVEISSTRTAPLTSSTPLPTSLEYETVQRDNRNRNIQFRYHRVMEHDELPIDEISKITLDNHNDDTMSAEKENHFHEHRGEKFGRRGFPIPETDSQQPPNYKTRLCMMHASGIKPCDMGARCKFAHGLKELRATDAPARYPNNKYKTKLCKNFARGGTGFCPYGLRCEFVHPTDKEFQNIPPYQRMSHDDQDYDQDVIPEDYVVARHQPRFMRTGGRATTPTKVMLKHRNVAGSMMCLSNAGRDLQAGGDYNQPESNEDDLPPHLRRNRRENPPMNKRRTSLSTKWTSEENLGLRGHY
GLD-1 RNA inh: GLD-1-TGE RNA interaction inhibition (C. elegans); purified GLD-1 + fluorescein TGE RNA, fluorescence polarization; inhibition, % at 5.96 µM; 0.44% of 320,000 active;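 active means percent inhibition above a per-plate cutoff, the plate mean of test compounds plus 3 SD, cut at about 30% in these data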;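 further: 0% = DMSO wells with GLD-1 and probe and 100% = wells lacking GLD-1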
Fam108B inh: blocks mouse Fam108B hydrolase in RBBP9 counter-screen; 0.33% of 300,000 active; recombinant Fam108B, FP-Rh probe fluorescence polarization; AID 1947; inhibition, % at 9.51 µM;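 active means inhibition above the screen mean inhibition plus 3 SD, computed separately per campaign, cut at about 18% in these data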;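 further: inhibitors lower polarization as less probe binds the enzyme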
* hit, by the source's call; · = not tested or not shown. These rows are one share of the data; the hit share may differ from the screen's.

SMILES	PME-1 inh	MCL1 BIM primary	GRK2 inh	Bcl-xL primary	VLA-4 inh	Efflux pump inh	MEX-5 binding	GLD-1 RNA inh	Fam108B inh
Cn1c(=O)c2c(n(Cc3ccccc3)c1=O)NC(=O)C2CC(=O)NCc1cccc(Cl)c1 (stereo not drawn)	8	3	0	4	-2	0.2	-1.2	1	1
CCOc1ccc2nc(SCc3ccc(F)cc3)sc2c1	-10	-8	2	0	9	0.4	2.1	6	2
COc1cccc(C(=O)Nc2ccc(S(=O)(=O)N3CCN(C)CC3)cc2)c1	-2	-2	0	3	-5	0.1	0.4	-6	-1
CC(C)CN1CCC(CN(C)Cc2nc(-c3cnccn3)no2)CC1	11	4	0	3	2	0.2	-3.7	-3	1
O=C(Nc1ccccc1Cl)NC1(C(=O)N2CCCCC2)CCCCC1	4	8	4	4	-2	-0.3	-1.1	0	0
CCc1ccccc1NC(=S)NCc1cccn1C	-3	4	1	0	-2	1.5	1.7	-4	2
CCOC(=O)c1c(NS(=O)(=O)c2ccc(Br)cc2)sc2c1CCC2	13	10	2	15	-23	0.0	-0.7	7	7
CCOC(=O)c1[nH]c2ccccc2c1NC(=O)c1ccc(S(=O)(=O)N2CCCC2)cc1	-2	5	1	5	10	-0.1	1.6	4	0
COCCn1c(C)cc(C(=O)CSc2n[nH]c(N)n2)c1C	-2	0	3	2	3	0.1	0.1	9	-1
COC(=O)c1ccc(OCCOc2ccccc2)cc1	1	2	2	1	-2	0.0	-1.0	0	2
COc1ccc(N2CCN(C3CCCN(Cc4cccc(C(C)=O)c4)C3)CC2)cc1 (stereo not drawn)	-9	1	0	0	-6	-0.1	-3.1	-2	-4
COc1ccc(C(C)=O)cc1COC(=O)c1ccc(S(=O)(=O)N(C)C)cc1	4	-2	0	4	2	0.0	-1.4	3	-1
CCOC(=O)c1cc(-c2ccccc2C)n(CC2CC(c3ccc(OC)cc3)=NO2)n1 (stereo not drawn)	·	·	0	·	8	0.2	·	3	·
CC(Oc1ccccc1)C(=O)N1CCC2(CC1)Oc1ccc(Cl)cc1C(=O)C21CC(c2ccccc2)=NO1 (stereo not drawn)	-3	7	0	4	40	0.2	2.9	-5	-9
O=C1NCC(COCc2ccccc2)O1 (stereo not drawn)	-16	54*	2	26	-4	0.0	0.4	12	-72
COCCNC(=O)c1ccc(Cn2c(SCC(=O)NCC3CCCO3)nc3ccc(Br)cc3c2=O)cc1 (stereo not drawn)	-3	-5	1	-5	6	0.1	0.7	-1	-5
CC(=O)c1ccc(N2CCN(C(=O)C3(S(=O)(=O)c4ccc(Cl)cc4)CC3)CC2)cc1	-3	2	0	2	7	0.1	-0.2	1	-5
O=C(/C=C/c1ccccc1[N+](=O)[O-])N1CCOCC1	-5	-4	0	-8	-2	0.4	-2.3	-7	0
O=C(O)Cc1ccc(NC(=O)c2ccc(NC(=O)C3CC3)cc2)cc1	-2	-1	0	2	7	0.5	-1.9	-4	-1
Cc1ccc(NC(=O)COc2ccc3c(c2)OCO3)c(C)c1	0	1	0	2	0	-0.1	·	0	·
O=C(NCCN1CCOCC1)c1cccc(S(=O)(=O)N(Cc2ccccc2)c2ccccc2)c1	1	5	0	8	-5	-0.2	0.2	0	1
Cc1ccc(S(=O)(=O)CC(O)COc2ccc(F)cc2Cl)c(C)c1 (stereo not drawn)	7	2	2	3	12	0.0	-1.5	8	3
CN1CCN(S(=O)(=O)c2ccc(NC(=O)c3ccccc3Cl)cc2)CC1	-3	5	1	-3	6	0.2	-0.4	7	3
O=C(O)C1CCCCC1C(=O)Nc1cc(C(F)(F)F)ccc1Cl (stereo not drawn)	-8	-3	0	2	1	0.0	-1.6	4	-5
COc1ccc(C(=O)N2CCNC(=O)C2CC(=O)Nc2ccc(C)cc2)cc1 (stereo not drawn)	-4	-8	0	-3	-2	0.0	0.3	4	0
O=C(O)C1CCCCC1C(=O)NCCc1c[nH]c2ccccc12 (stereo not drawn)	5	6	0	9	-18	-0.2	2.7	6	0
CC(C)CCOc1cccc(OCC(=O)N(C)C2CCS(=O)(=O)C2)c1 (stereo not drawn)	2	6	1	-1	10	0.0	0.4	2	2
CNC(=O)c1cc(S(=O)(=O)N(C)C)ccc1Cl	0	12	0	5	-5	0.0	·	6	-1
Cc1ccc2c(c1)N1C(=O)c3ccccc3C1C1=C(CC(C)(C)CC1=O)N2 (stereo not drawn)	8	-2	0	-1	-5	0.0	-1.9	6	2
CC(=O)C[C@H](O)CC(=O)[C@@H]1OC(=O)[C@@H](C)C/C=C\Cc2ccccc21	·	·	0	·	-17	-0.3	·	1	·
O=C(Nc1cccc2cccnc12)c1ccc(Br)cc1Br	-4	0	1	0	11	0.0	-0.2	5	0
COc1ccc(/C=N\NC(=O)c2ccccc2Br)cc1COc1c(F)c(F)cc(F)c1F	-24	3	2	2	3	0.0	4.3	1	-24
Cc1nnc(NC(=O)CSc2ccc([N+](=O)[O-])cn2)s1	9	-15	3	-15	0	0.2	-0.5	-4	0
COc1cccc(CCc2nnc(N)s2)c1	2	-1	1	-1	1	0.0	0.3	2	-5
COc1ccc(S(=O)(=O)N2CCOCC2)cc1N=Nc1sc(N)nc1-c1ccccc1	5	11	0	6	-11	-0.2	-2.9	6	11
Oc1ccc(-c2nc3ccccc3s2)c(O)c1	-6	6	0	-3	3	0.0	1.2	6	-6
Cc1ccc(NC2=NC(c3ccc(F)cc3)n3c(nc(C)cc3=O)N2)c(C)c1 (stereo not drawn)	-2	-4	1	0	-2	0.0	0.2	-1	5
CC(NC(=O)c1ccco1)C(=O)OCc1cccc(Cl)c1 (stereo not drawn)	-6	10	0	7	-3	0.1	3.6	0	-4
COC(=O)c1c(NC(=O)CSc2nnnn2-c2ccc3c(c2)OCO3)sc(C)c1C	5	-7	·	-4	-1	-0.1	-0.5	2	1
CCc1ccc2oc(C(=O)NCC(c3ccc(OC)cc3)N3CCCCC3)c(C)c2c1 (stereo not drawn)	0	9	0	6	0	-0.1	-2.6	6	-1
O=C1/C(=C/c2cccc(Br)c2)SC(=S)N1/N=C/c1cc([N+](=O)[O-])ccc1O	-4	18	0	9	-4	0.0	-1.8	-2	4
COc1ccc(NC(=O)C(C)N2C(=O)c3ccccc3C2=O)cc1S(=O)(=O)N1CCOCC1 (stereo not drawn)	0	-12	1	-4	7	-0.1	1.9	-5	-1
O=C(c1c(F)cccc1F)N(Cc1ccccn1)C1CC1	-3	4	0	5	14	0.0	-0.8	3	0
Cc1cc(N(C)C)cc(C)[n+]1[O-]	2	1	2	-2	12	-0.2	0.1	1	1
CC(=O)Nc1cc(NC(=O)CCCC(=O)O)ccc1Cl	0	8	2	10	20	0.0	1.9	2	0
Cc1occc1C(=O)NN1C(=O)C2C3CCC(O3)C2C1=O (stereo not drawn)	7	-1	0	-3	3	0.3	0.2	8	-4
NC(=O)CC(NC(=O)c1ccc(Br)cc1)c1ccc(NC2CCCCC2)c([N+](=O)[O-])c1 (stereo not drawn)	-5	-32	0	-13	7	-0.2	-1.7	-3	-4
CCn1c(CC(=O)Nc2ccccc2C)nnc1SCC(=O)NC1=NCCS1	-7	0	1	-2	-2	-0.1	1.8	5	-5
O=C(Nc1ccc(O)c(-c2nc3ccccc3s2)c1)c1cccs1	6	1	2	5	10	0.3	-2.4	2	-2
COc1cc(C(=O)NCc2cc(C)nc3ccccc23)cc(OC)c1OC	1	9	0	4	6	-0.1	-0.5	4	-3
More entries.
SMILES	PME-1 inh	MCL1 BIM primary	GRK2 inh	Bcl-xL primary	VLA-4 inh	Efflux pump inh	MEX-5 binding	GLD-1 RNA inh	Fam108B inh
N#C/C(=C\c1cn[nH]c1-c1ccccc1)C(=O)NC1CCCCCC1	5	-1	0	1	8	0.1	1.1	4	1
CC(=O)c1sc2nc(-c3ccc(C)cc3)c3c(c2c1N)CCCC3	5	9	3	-4	0	-0.4	-3.2	-3	2
CC(=O)Nc1ccc(S(=O)(=O)N2CCN=C2SCc2cccc(C)c2)cc1	-1	4	0	5	15	0.0	-0.9	6	0
COc1cc(C(=O)NCC(=O)OCC(=O)N2CCc3ccccc32)cc(OC)c1OC	4	2	3	-1	9	-0.2	-1.3	9	-2
CC12CN3CC(C)(CN(C1)C3c1c[nH]c3ccccc13)C2=O (stereo not drawn)	0	7	0	5	21	0.0	0.2	2	3
CCCCC(=O)Nc1c(-c2ccc(OC)c(OC)c2)c(=O)c2ccccc2n1C	-1	-2	0	0	4	-0.1	0.5	1	-4
COC(=O)C1=C(C)NC(C)=C(C(=O)OC)C1C(=O)OCC(=O)c1ccc(Br)cc1	4	24	0	-5	7	-0.2	·	0	·
O=C(CCN1CCOCC1)NNC(=O)Nc1cccc(Cl)c1	·	·	0	·	3	0.0	2.5	·	·
CCN(CCNS(=O)(=O)c1ccc2c(c1)oc(=O)n2C)c1ccccc1	1	9	1	-2	-2	0.0	0.2	-6	4
Clc1ccc(-c2ccc(C=Nc3ccc(N4CCOCC4)cc3)o2)cc1	8	0	1	3	-5	0.1	-3.5	-9	5
O=c1cc(-c2ccccc2)nc2nc(CCc3ccccc3)[nH]n12	0	-1	6	-4	8	0.2	0.6	5	0
O=C(COC(=O)c1ccccc1F)Nc1ccc(S(=O)(=O)N2CCOCC2)cc1	·	·	0	·	15	0.0	·	2	·
CCOC(=O)c1c(O)c2ccccc2n(C)c1=O	-5	-4	1	0	1	0.1	-2.4	-1	-2
COc1ccc(C(=O)NCC(C)NC(=O)c2ccc(OC)cc2)cc1 (stereo not drawn)	2	-4	2	3	4	0.0	-1.5	5	3
O=C1NC2(CCCCO2)CO1 (stereo not drawn)	-4	-5	0	3	2	-0.1	3.7	3	2
Cc1ccc(S(=O)(=O)N/N=c2\sc3ccccc3n2C)cc1	0	-1	2	2	12	0.1	-0.4	5	4
COc1cccc(CN2CC(C(=O)NCCCn3cccn3)CCC2=O)c1 (stereo not drawn)	0	0	0	1	-9	0.0	1.0	3	-1
COc1ccc(C(=O)Nc2cnc3ccccn3c2=O)cc1	-5	12	3	7	3	0.3	0.7	1	-3
Cc1c(C(=O)N2CCCc3ccccc32)oc2ccccc12	-1	2	1	0	28	0.2	-2.1	-7	0
CC1CCCCC1NS(=O)(=O)c1ccc2c(c1)CC(=O)N2C (stereo not drawn)	2	4	0	0	6	-0.2	0.4	-8	-6
O=S(=O)(c1cnc(Cl)c(Cl)c1)N1CCc2ccccc21	5	5	2	7	4	0.1	0.7	-1	-4
O=C(NCc1ccccn1)c1cc2c(ccc3ccccc32)oc1=O	-3	1	0	-1	5	0.0	0.8	-4	0
O=S(=O)(c1ccccc1)N1CCN=C1SCc1ccc(Cl)cc1	3	4	1	4	3	0.1	1.8	6	-3
CCC(=O)N(Cc1cc2cc(OC)ccc2[nH]c1=O)c1ccccc1C	1	-1	0	-1	-1	0.0	2.7	-3	1
CCOc1ccc(OCCOCCOc2c(Cl)cccc2Cl)cc1	5	5	0	6	6	0.2	2.2	-1	-3
CCOc1ccc(C2CC(=O)NC(SCC(=O)OC)=C2C#N)cc1 (stereo not drawn)	6	-1	3	-1	4	0.0	-0.2	3	10
CC(C)(C)c1ccc(-c2nc3cc(N)ccc3o2)cc1	4	6	0	3	15	0.0	1.4	2	-3
COc1cc(/C=C2\SC(N3CCCCC3)=NC2=O)cc(OC)c1OC	-1	-11	3	0	14	3.1	-1.4	0	4

Compound activity (PubChem BioAssay)
